Assay outcomes as filed in PubChem.
CHT PAM: CHT positive allosteric modulators, primary screen, cell-based, membrane potential dye, choline EC20; CHT-expressing cells; active compounds read high; LV-AA mutant CHT in HEK293 cells; B-score at 10 µM; 310,000 compounds, 0.49% hits; AID 488977, 2010;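 active means initial fluorescence not abnormally high and integrated response B-score, plate-corrected, over 3 SD above library mean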
Target sequence (Q9GZV3 whole entry, looked up): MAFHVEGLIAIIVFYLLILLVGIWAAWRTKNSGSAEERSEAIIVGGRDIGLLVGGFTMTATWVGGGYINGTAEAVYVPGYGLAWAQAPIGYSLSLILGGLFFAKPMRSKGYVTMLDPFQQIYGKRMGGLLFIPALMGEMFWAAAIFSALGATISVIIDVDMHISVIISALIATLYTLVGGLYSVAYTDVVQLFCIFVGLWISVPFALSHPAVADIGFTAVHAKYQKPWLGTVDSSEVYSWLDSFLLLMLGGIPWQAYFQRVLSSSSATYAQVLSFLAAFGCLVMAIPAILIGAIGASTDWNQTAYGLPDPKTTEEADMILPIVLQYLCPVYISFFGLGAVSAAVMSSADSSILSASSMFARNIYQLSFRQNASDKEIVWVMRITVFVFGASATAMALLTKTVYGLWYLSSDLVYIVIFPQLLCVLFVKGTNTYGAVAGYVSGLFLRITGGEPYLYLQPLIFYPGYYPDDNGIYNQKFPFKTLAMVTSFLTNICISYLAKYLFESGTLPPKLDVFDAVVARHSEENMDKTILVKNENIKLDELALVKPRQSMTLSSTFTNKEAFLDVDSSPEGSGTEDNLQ
CHT block: inhibitors of human choline transporter CHT; High affinity choline transporter 1 (Homo sapiens), Q9GZV3; CHT-expressing cells, membrane potential dye, choline response; active compounds read low; B-score at 10 µM; 310,000 compounds, 0.86% hits; AID 488975, 2010;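 active means B-score over 3 SD under the library average, and starting fluorescence ratio not unusually high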;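 further: choline stimulus applied at its EC90 after an EC20 pre-addition; B-score computed on integrated fluorescence ratio after choline addition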
Calls only; i = inactive.

SMILES | CHT PAM | CHT block
N#C/C(=C\c1ccc(Oc2ccc(C(F)(F)F)cc2[N+](=O)[O-])cc1)c1nc2ccccc2[nH]1 | i | i
COCCN(C(=O)C1CCC1)c1nnc(-c2cccnc2)s1 | i | i
COc1ccc(C(c2c(O)nc[nH]c2=O)c2c(O)nc[nH]c2=O)cc1 | i | i
COc1ccccc1CNC(=O)CSc1nc(C)cs1 | i | i
COC(=O)C(/C=N/O)NC(=O)c1ccccc1 (stereo not given) | i | i
COc1cccc(NC(=O)Cn2c(=O)n(CCC(=O)NCc3ccco3)c(=O)c3ccccc32)c1 | i | i
CN(C)C(=O)c1nc2ccccc2s1 | i | i
O=C(Cc1ccccc1)N/N=C/C=C/c1cccc([N+](=O)[O-])c1 | i | i
CCOC(=O)c1cnn(-c2ccccn2)c1N | i | i
CCCCN(C(=O)c1ccc([N+](=O)[O-])o1)c1c(N)n(CC(C)C)c(=O)[nH]c1=O | i | i
O=C(NCC(=O)N1CCN(S(=O)(=O)c2ccccc2)CC1)c1ccc2ccccc2c1 | i | i
COc1ccc(-c2nc(CC(=O)O)cs2)cc1 | i | i

Profiles, looked up by structure. Screens in order: CHT PAM	CHT block
COCCN(C(=O)C1CCC1)c1nnc(-c2cccnc2)s1 is entered as i	i
O=C(NCC(=O)N1CCN(S(=O)(=O)c2ccccc2)CC1)c1ccc2ccccc2c1 is entered as i	i

Following part:
SMILES | CHT PAM | CHT block
CCC1CCCCN1CCCNC(=O)C1CCN(S(=O)(=O)N2CCCCC2)CC1 (stereo not given) | i | i
CCOCCc1c(O)nc(SCC)[nH]c1=O | i | i
COc1ccccc1NC(=O)Cc1nc(CCl)cs1 | i | i
CN(C)CCNc1ncnc2c1sc1nc(-c3ccccc3)c3c(c12)CCCC3 | i | i
CC1CCCN(C(=O)Cn2nnc(-c3ccc(N(C)C)cc3)n2)C1 (stereo not given) | i | i
Cc1cccc(NC(=O)COC(=O)CCc2ccc(S(=O)(=O)N3CCOCC3)cc2)c1C | i | i
Cc1ccccc1OCC(=O)O/N=C(\N)c1ccncc1 | i | i
Cc1ccc(NC(=O)c2cc3ccccc3o2)nc1 | i | i
COc1ccc(CN(C(=O)CN2C(=O)c3ccccc3S2(=O)=O)C(C(=O)NCC2CCCO2)c2ccncc2)cc1 (stereo not given) | i | i
N#Cc1ccc(NC(=O)Cn2cnc(S(=O)(=O)N3CCc4ccccc43)c2)cc1 | i | i
O=C(c1ccc2nc(Cc3ccccc3F)oc2c1)N1CC[C@H](O)C1 | i | i
Nc1nc(-c2ccco2)nc(N2CCCCC2)n1 | i | i
CCCOc1ccc(CN(CCO)CCO)cc1[N+](=O)[O-] | i | i
Cc1ccc(CN2CC(C(=O)NCC(=O)Nc3c(C)cccc3C)CC2=O)cc1 (stereo not given) | i | i
O=C(CSc1ccccc1)Nc1ccc(N2CCN(c3ccccc3)CC2)c(F)c1 | i | i
Clc1ccccc1/C=N/N1CCN(Cc2ccccc2)CC1 | i | i
Cc1ccc(S(=O)(=O)NCCC(C)C)cc1[N+](=O)[O-] | i | i
Cc1cnn(-c2ccc3nnc(-c4ccc(Cl)cc4)n3n2)c1 | i | i
CCOC(=O)c1ccc(N2C(=O)CC(N3CCC(O)(c4ccc(Cl)cc4)CC3)C2=O)cc1 (stereo not given) | i | i
Cc1c(N=C2N=C(NC(=O)NC(C)(C)C)c3ccccc32)c(=O)n(-c2ccccc2)n1C | i | i
CCCCN(C(=O)C1CC(=O)N(c2ccc(OC)cc2OC)C1)c1c(N)n(CC(C)C)c(=O)[nH]c1=O (stereo not given) | i | i
O=C(CCNC(=O)c1ccccc1Cl)Nc1ccccc1N1CCCC1 | i | i
O=[N+]([O-])c1ccccc1NCc1ccccc1Cl | i | i
CN(CC(=O)Nc1c(Cl)cccc1Cl)C(=O)c1sccc1-c1ccccc1 | i | i
O=C1OCCC1Sc1nc2ccccc2c(=O)n1Cc1ccccc1 (stereo not given) | i | i
COc1ccc(C(=O)NC(=S)Nc2ccc(CN3CCOCC3)cc2)cc1OC | i | i
CCOc1ccc(CCNC(=O)c2cc(S(=O)(=O)N3CCOCC3)ccc2C)cc1OCC | i | i
c1ccc2c(c1)Cc1cc3ccccc3nc1-2 | i | i
COc1cc2[nH]c(C(=O)NCC3CCCO3)cc2c(OC)c1OC (stereo not given) | i | i
CC(=O)N1CCN(c2ccccc2NC(=O)c2ccc3ccccc3c2)CC1 | i | i
CCN(CC)C(=O)CCS(=O)(=O)c1cccc2nonc12 | i | i
Cc1ccc(S(=O)(=O)NCc2ccc(C(=O)N3CCN(c4ccc([N+](=O)[O-])cc4)CC3)cc2)cc1 | i | i
COc1ccc(N2CCN(CCNC(=O)c3ccc(NC(=O)C4CCCO4)cc3)CC2)cc1 (stereo not given) | i | i
O=C(c1ccccc1)N1CC(COc2ccccc2)OC(c2cccnc2)O1 (stereo not given) | i | i
Cn1cnnc1SCC(=O)N/N=C/c1ccc(OCC(N)=O)cc1 | i | i
CN=C1S/C(=C\c2ccc(O)c(OC)c2)C(=O)N1C | i | i
O=C(CCc1ccc(S(=O)(=O)NC2CCCCC2)cc1)Nc1ccccc1 | i | i
Cc1cccc2sc(NC(=O)CN3C(=O)c4ccccc4C3=O)nc12 | i | i
CN/C=C1\C(=O)C(C)(C)Oc2ccc3ccc(=O)oc3c21 | i | i
Cc1ccccc1OCC(O)Cn1c(NCc2ccco2)nc2c1c(=O)n(C)c(=O)n2C (stereo not given) | i | i
CCc1ccc2nc(/N=C(\N)NC(=O)c3ccccc3)nc(C)c2c1 | i | i
COC(=O)C(NC(=O)c1ccccc1C)(Nc1ncc(S(=O)(=O)c2ccc([N+](=O)[O-])cc2)s1)C(F)(F)F (stereo not given) | i | i
C(=N\n1cnnc1)/c1ccccc1OCCOc1ccccc1 | i | i
CC(C)NC(=S)NC(c1ccccc1)(c1ccccc1)c1ccccc1 | i | i
N#Cc1c(N)nc2c(c1-c1ccc3c(c1)OCO3)CCc1ccccc1-2 | i | i
COCCCNc1nc2c(c(=O)n(C)c(=O)n2C)n1Cc1cccc(OC)c1 | i | i
O=C(CCS(=O)(=O)c1ccc(Br)cc1)N1CCCCCC1 | i | i
CC(=O)c1ccc(Oc2cc(C(F)(F)F)cnc2C(N)=O)cc1 | i | i
O=C(Nc1ccc([N+](=O)[O-])cc1)C1C(c2ccccc2)=C1c1ccccc1 | i | i
NC(=O)C1CCN(S(=O)(=O)c2ccccc2[N+](=O)[O-])CC1 | i | i
COC(=O)c1ccccc1NC(=O)C1CC(c2ccccc2O)=NO1 (stereo not given) | i | i
O=C1/C(=C/c2ccc([N+](=O)[O-])cc2)C=C(c2ccccc2)N1c1ccccc1 | i | i
Cc1ccc(-n2cccc2C(=S)N=P(N(C)C)(N(C)C)N(C)C)cc1 | i | i
O=C(Cc1ccc(Cl)cc1)Nc1ccccc1N1CCOCC1 | i | i
CCOc1cc2[nH]c(=O)n(CCCCC(=O)NCc3ccco3)c(=O)c2cc1OCC | i | i
CC1CC(C)CN(S(=O)(=O)c2ccc3oc(=O)ccc3c2)C1 (stereo not given) | i | i
Cc1ccc(Oc2ccc(OCC(=O)OC3CCS(=O)(=O)C3)cc2)cc1 (stereo not given) | i | i
CCOC(=O)C1(Cc2ccccc2Cl)CCN(S(=O)(=O)N(C)C)CC1 | i | i
COC(=O)c1sccc1NC(=O)c1csc(C)c1 | i | i
COc1ccc(S(=O)(=O)N2CCOCC2)cc1NC(=O)c1cccc(-n2cccc2)c1 | i | i

Following part.
SMILES | CHT PAM | CHT block
COc1ccc(NC(=S)N/N=C/c2ccc(F)c(F)c2)cc1 | i | i
COc1cc(C(=O)N/C(=C\c2cn(S(=O)(=O)N(C)C)c3ccccc23)C(=O)NCCCO)cc(OC)c1OC | i | i
CN1CCN(C(=O)c2cnn(-c3ccccc3)c2NC(=O)c2ccccc2Br)CC1 | i | i
C=CCn1c(O)c(N=NC(=S)Nc2ccc(OC)c(Cl)c2)c2ccccc21 | i | i
CC(=O)NC(C)C(=O)OCc1ccc(Cl)cc1Cl (stereo not given) | i | i
O=C(NNS(=O)(=O)c1ccc(F)cc1)c1cc2ccccc2cc1O | i | i
COc1ccccc1N(CC(=O)Nc1ccc(S(=O)(=O)N2CCCCC2)cc1)S(C)(=O)=O | i | i
CCc1cccc(OCC(=O)Nc2ccccc2N2CCCC2)c1 | i | i
Nc1nc(N2CCN(C(=O)c3ccco3)CC2)nc2ccc(Br)cc12 | i | i
CC1CCc2c(sc3[nH]c(=S)n(C)c(=O)c23)C1 (stereo not given) | i | i
Cc1ccc(NC(=O)CSCC(=O)Nc2ccccc2C(=O)N2CCCCC2)cc1 | i | i
COc1cc(S(=O)(=O)N2CCN(c3ccccc3)CC2)ccc1Cl | i | i
COc1ccc(/C=N/NC(=O)c2ccc(COc3cccc4cccnc34)cc2)cc1OC | i | i
O=C(CCC1CCCC1)Nc1ccccc1-c1ccccc1 | i | i
O=S(=O)(c1ccc(Cl)cc1)N1CCCC1c1nc(-c2cccc(Cl)c2)no1 (stereo not given) | i | i
CCOC(=O)/C(C#N)=C/c1ccc(OC(=O)c2ccccn2)cc1 | i | i
c1coc(CNC2CCCCC2)c1 | i | i
C=CCN(CC=C)C(=O)C1CCN(S(=O)(=O)c2ccc(N3CCCC3=O)cc2)CC1 | i | i
CCn1nccc1C(=O)Nc1ccc(C(=O)OC(C)C)cc1 | i | i
CCN1CCN(CCNC(=O)C2CCCN(Cc3nc(-c4cccc(Cl)c4)oc3C)C2)CC1 (stereo not given) | i | i
CCC(c1nnc(SCC(=O)Nc2cc(Cl)ccc2C#N)n1C1CCCCC1)N(C)C (stereo not given) | i | i
CCNC(=O)/C=C1\NC(C)(C)Cc2c1ccc1ccccc21 | i | i
CCOC(=O)c1ccc(NC(=O)Nc2ccc(Cl)cn2)cc1 | i | i
COc1ccccc1CCC(=O)OCC(=O)Nc1cccc(S(=O)(=O)N2CCOCC2)c1 | i | i
Cc1ccc(NC(=O)CSc2nc3ccccc3nc2N2CCOCC2)c(C)c1 | i | i
C=CCNc1ncnc2c1cnn2-c1ccc(OC)cc1 | i | i
O=C(CSc1nnc(-c2cccs2)n1-c1ccccc1)N1CCOCC1 | i | i
COc1cc(C#N)ccc1OCC(=O)NCc1cccs1 | i | i
CCC1CCCCN1C(=S)NC(=O)c1ccc(F)c(S(=O)(=O)N2CCOCC2)c1 (stereo not given) | i | i
Nc1c(S(=O)(=O)O)cc(NC(=O)c2ccccc2)c2c1C(=O)c1ccccc1C2=O | i | i
CCCOc1ccccc1NC(=O)CC1Nc2ccccc2NC1=O (stereo not given) | i | i
Cc1cc(C)c2c(=O)[nH]c(SCC(=O)c3ccc(C)c(C)c3)nc2n1 | i | i
CC(C)c1cc(C(N)=O)c(NC(=O)c2cccc(COc3ccc(Br)cc3)c2)s1 | i | i
O=C(Nc1ccc(F)cc1)Nc1ccc(Oc2ncnc3cc(Cl)ccc23)nc1 | i | i
COc1cc(OC)cc(-c2cc3nc(C4CCN(C(=O)OC(C)(C)C)CC4)cc(=O)n3[nH]2)c1 | i | i
O=C(c1cc2ccccc2oc1=O)N1CCCC1 | i | i

Reprinted from the part before: two compounds; new compounds follow.
SMILES | CHT PAM | CHT block
COc1cc(OC)cc(-c2cc3nc(C4CCN(C(=O)OC(C)(C)C)CC4)cc(=O)n3[nH]2)c1 | i | i
O=C(c1cc2ccccc2oc1=O)N1CCCC1 | i | i
O=C(COC(=O)c1cccc(C(=O)OCC(=O)NC2CC2)n1)NC1CC1 | i | i
COc1ccccc1C(=O)NCCC(=O)Nc1cccnc1 | i | i
COc1ccccc1NC(=O)C1CCCN(c2cc(C)nc3ncnn23)C1 (stereo not given) | i | i
COc1cc(/C=C/C(=O)O)cc(S(=O)(=O)N2CCc3ccccc32)c1OC | i | i
CC(C)(C)c1ccc(C2C3=C(CCCC3=O)NC3=C2C(=O)c2ccccc23)cc1 (stereo not given) | i | i
CCc1ccc(NC(=O)CSc2nc3n[nH]c(C)c3c(=N)n2-c2cccc(OC)c2)cc1 | i | i
O=C(Nc1nnc(-c2ccccc2)s1)c1ccc(F)cc1 | i | i
COc1ccc2[nH]c(=O)c(CN(Cc3ccco3)C(c3nnnn3Cc3ccccc3)C(C)C)cc2c1 (stereo not given) | i | i
Cc1c(CC(=O)NCC(=O)NCC(=O)O)c(=O)oc2cc3oc4c(c3cc12)CCCC4 | i | i
COc1cc(CC(=O)OC2CCOC2=O)cc(OC)c1OC (stereo not given) | i | i
COc1ccc(NC2CCCN(C(=O)CCC3=NNC(=O)CC3)C2)cc1 (stereo not given) | i | i
COc1cccc(F)c1C(=O)NC(=O)Nc1ccc2nc(C)oc2c1 | i | i

Laid out differently: results already given.
COc1ccc(NC2CCCN(C(=O)CCC3=NNC(=O)CC3)C2)cc1 (stereo not given)
- CHT PAM = i
- CHT block = i
COc1cc(/C=C/C(=O)O)cc(S(=O)(=O)N2CCc3ccccc32)c1OC
- CHT PAM = i
- CHT block = i
Cc1c(CC(=O)NCC(=O)NCC(=O)O)c(=O)oc2cc3oc4c(c3cc12)CCCC4
- CHT PAM = i
- CHT block = i
COc1cc(CC(=O)OC2CCOC2=O)cc(OC)c1OC (stereo not given)
- CHT PAM = i
- CHT block = i

(continued)
SMILES | CHT PAM | CHT block
CCn1c(=O)c2cc(C(=O)NCCN(C)C)sc2c2ccccc21 | i | i
CCCN(CCC)Cc1c(C(=O)N/N=C/c2ccoc2)nnn1-c1nonc1N | i | i
COc1ccc(S(=O)(=O)NCCCCCC(=O)O)cc1C(=O)O | i | i
C=CCC(CC=C)(C(N)=O)c1ccccc1 | i | i
OCC[C@@H]1C[C@@H](O)[C@H](O)[C@@]2(OCCc3ccccc32)O1 | i | i

Compounds were not picked by outcome, and some 1.4% of all compounds hit somewhere here.
